High-throughput results (PubChem)
SR-BI uptake up: enhances SR-BI lipid uptake from DiI-HDL | CHO ldlA[mSR-BI] cells, DiI-HDL uptake fluorescence, 3 h; 100 = double the neutral-control signal | activation, % at 12.5 µM | actives 0.096% (n = 320,000) | AID 504775;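 active = mean replicate activation of at least 60% and every replicate at or above 60%; inconclusive = mean or all-replicate condition met, but not both; inactive = mean below 60% and not all replicates reaching 60%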;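 also: 0% = median plate neutral-control signal and 100% = twice that signal; values of inactives mirror those of a sister screen read the other way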
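System: LDL receptor-deficient CHO ldlA cells overexpressing murine SR-BI | Timing: 3 h uptake period with compound, 37 °C | Medium: HEPES-buffered (25 mM, pH 7.4) F12 plus 0.5% BSA | Dosing: Single-point compound dose | Signal: Bottom-read fluorescence, 550/595 nm | Read-out: Retained DiI signal reflecting DiI-HDL uptake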
Arr AP2 block: blocks beta-arrestin peptide binding to AP2 adaptin; FITC-arrestin peptide / GST-AP2 beads, flow cytometry; AP2 beta2 appendage carries R879A mutation; inhibition, % at 10 µM; actives 0.31% (n = 340,000); AID 504490;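 active = inhibition above a set limit, near 3 SD of compounds lacking own fluorescence, cut at about 54% in these data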;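 also: plate controls were DMSO wells for no effect and 5 µM unlabelled arrestin peptide for full effect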
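test system = AP2 appendage R879A on GSH beads | buffer or medium = PBS plus Tween 20 (0.05%) and BSA (0.1%) | incubation = 12 min plus 1 h, RT | detection = bead flow cytometry, FITC channel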
Keap1-Nrf2 PPI: Keap1-Nrf2 (human) interaction inhibition; Q14145; Keap1 Kelch-Nrf2 peptide fluorescence polarization, 1536-well; inhibition, % at 9.4 µM; actives 0.15% (n = 340,000); AID 504523; in the data active = inhibition above about 12%; inconclusive = no clear call, values can overlap the other calls; inactive = below about 7.3%;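 also: human Keap1 Kelch domain with fluorescein labeled Nrf2 9mer peptide probe; 0% = neutral control wells and 100% = peptide positive control; higher means more block of Keap1 binding to Nrf2 peptide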
PvdQ acylase: blocks Pseudomonas aeruginosa PvdQ acylase activity; purified PvdQ acylase, fluorescence plate reader; inhibition, % at 10 µM; actives 0.063% (n = 340,000); AID 488965; in the data active = inhibition above about 30%, passing the limit was not always enough; inconclusive = no clear call, values can overlap the other calls;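 also: 0% = vehicle neutral wells and 100% = reference inhibitor wells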
LANA DNA inh: inhibitors of KSHV LANA C-terminal domain DNA binding. actives 0.078% (n = 340,000). AID 504423. MBP-C-LANA/FAM-LBS DNA binding, fluorescence polarization. inhibition, % at 9 µM;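 active = highest replicate inhibition at or above 60% at 9 µM, even if other replicates fall short; inactive = all replicates below 60% inhibition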;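 also: 0% = neutral control wells and 100% = 4 µM acridine orange control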
DAGLB inh: diacylglycerol lipase beta (human) inhibition | HEK293T DAGLB membrane lysate, EnzChek fluorogenic substrate | Q8NCG7 | inhibition, % at 5.17 µM | actives 0.059% (n = 340,000); in the data active = inhibition above about 34%;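 also: 0% = enzyme with vehicle and 100% = wells lacking enzyme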
Target sequence (Q8NCG7 whole entry, looked up): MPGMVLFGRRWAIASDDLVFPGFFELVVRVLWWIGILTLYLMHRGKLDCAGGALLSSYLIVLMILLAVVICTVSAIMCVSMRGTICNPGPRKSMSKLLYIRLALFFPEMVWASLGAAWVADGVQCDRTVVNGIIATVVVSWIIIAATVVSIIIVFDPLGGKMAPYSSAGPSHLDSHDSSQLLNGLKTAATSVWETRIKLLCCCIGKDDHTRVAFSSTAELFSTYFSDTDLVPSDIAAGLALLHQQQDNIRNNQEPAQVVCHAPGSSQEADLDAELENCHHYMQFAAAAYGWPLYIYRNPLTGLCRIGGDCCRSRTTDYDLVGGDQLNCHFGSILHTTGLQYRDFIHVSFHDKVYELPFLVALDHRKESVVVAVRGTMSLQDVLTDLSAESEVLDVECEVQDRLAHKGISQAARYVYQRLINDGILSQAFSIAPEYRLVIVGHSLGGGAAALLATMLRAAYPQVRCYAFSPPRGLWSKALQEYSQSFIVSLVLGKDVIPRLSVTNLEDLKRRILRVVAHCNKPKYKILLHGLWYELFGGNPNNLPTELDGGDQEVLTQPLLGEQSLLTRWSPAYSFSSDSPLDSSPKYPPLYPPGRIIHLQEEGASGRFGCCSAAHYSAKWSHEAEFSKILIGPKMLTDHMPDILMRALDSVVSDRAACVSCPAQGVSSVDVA
PKA-R2B act: PKA-R2B complex activation | AID 504700 | P22694+P31323 | PKA-R2B holoenzyme dissociation, Cy5-IP20 fluorescence polarization; R2B truncated from residue 108, S112A mutant; 0% DMSO only, 100% 113 µM cGMP | actives 0.079% (n = 340,000) | activation, % at 11.4 µM;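 active = activation above a cutoff set at the mean over all compounds plus 3 SD, cut at about 18% in these data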;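 also: higher means more holoenzyme dissociation and a rise in polarization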
Target sequence (P31323 whole entry, looked up, other chains not shown, the tested form may be a part): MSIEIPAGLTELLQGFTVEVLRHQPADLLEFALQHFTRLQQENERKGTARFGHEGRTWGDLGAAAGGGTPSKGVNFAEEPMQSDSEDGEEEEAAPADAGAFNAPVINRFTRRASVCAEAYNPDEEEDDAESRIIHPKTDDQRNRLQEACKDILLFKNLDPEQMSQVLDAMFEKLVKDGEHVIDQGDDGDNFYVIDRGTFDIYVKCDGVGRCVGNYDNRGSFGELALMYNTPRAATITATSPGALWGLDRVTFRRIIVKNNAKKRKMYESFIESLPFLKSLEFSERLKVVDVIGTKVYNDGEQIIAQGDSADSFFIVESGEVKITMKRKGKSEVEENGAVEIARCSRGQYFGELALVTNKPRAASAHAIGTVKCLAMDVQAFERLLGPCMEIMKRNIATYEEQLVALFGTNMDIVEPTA
NSD2 HMT inh: inhibitors of human histone methyltransferase NSD2; NSD2 peptide methylation, AlphaScreen, 120 min; inhibition, % at 12.5 µM; actives 0.54% (n = 310,000); in the data active = inhibition above about 50%
RTF Ca sens inh: cardiac RTF calcium desensitization; P19429+P45379; actives 0.12% (n = 340,000); inhibition, % at 7.15 µM; IANBD-labeled cardiac RTF, Ca2+ fluorescence; AID 493244;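 active = inhibition above the mean inhibition of all tested compounds plus 3 SD, cut at about 17% in these data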;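 also: assay run at fixed EC70 calcium of 1.6 mM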
SR-BI HDL uptake: blocks mouse SR-BI lipid uptake from DiI-HDL. Q61009. ldlA[mSR-BI] CHO cells, DiI-HDL uptake fluorescence, 3 h. inhibition, % at 12.5 µM. actives 0.96% (n = 320,000). AID 488896;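 active = mean replicate inhibition of at least 70% and a set share of replicates each scoring 70 or more; inconclusive = meets just one of the two criteria; inactive = fails both criteria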;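 also: 0% = median of neutral control wells and 100% = median of positive control wells; values of inactives mirror those of a sister screen read the other way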
Starred values were filed as active, the others as inactive; ? = inconclusive; . = no result given.

Molecule,SR-BI uptake up,Arr AP2 block,Keap1-Nrf2 PPI,PvdQ acylase,LANA DNA inh,DAGLB inh,PKA-R2B act,NSD2 HMT inh,RTF Ca sens inh,SR-BI HDL uptake
CN1c2ccccc2C(O)=C(C(=S)Nc2ccc(F)c(Cl)c2)S1(=O)=O,-7.4,16.1,-0.9,0.8,2.5,14.7,-2.6,.,2.9,7.4
O=C(COc1ccccc1F)Nc1c2c(nn1-c1ccccc1)CS(=O)(=O)C2,5.7,-2.2,4.5,2.5,1.6,0.8,-0.5,-0.9,-9.1,-5.7
CC1CCN(C(=O)CSc2nc3c(c(=O)n2C)SCC3)CC1,5.0,12.6,-3.9,-4.2,-3.0,-0.9,24.2*,-3.0,7.1,-5.0
CCOc1ccc(Cn2nnc(C(=O)NCc3ccccc3)c2N)cc1,-6.0,6.0,-5.9,-8.0,-0.3,-0.4,3.4,.,-7.0,6.0
Cc1ccc(-n2cc(CN3CCC(O)(c4ccccn4)CC3)c(-c3ccc(F)cc3)n2)cc1,-8.1,14.4,3.9,8.2,-0.7,-2.9,3.4,4.7,2.7,8.1
COc1ccc(NC(=O)Nc2cc(C)ccc2OC(F)F)c(OC)c1,-48.9,6.0,4.6,-3.6,0.5,-2.5,-15.0,0.6,1.4,48.9
CCOc1ccc(OCC)c(-c2c(=O)n(OCc3ccc(C(C)(C)C)cc3)c3ccccc3[n+]2[O-])c1,20.2,3.8,0.5,-10.8,1.4,-23.3,2.1,1.1,1.5,-20.2
COC1=CC(=O)[C@@]2([C@@H]1O)[C@@H](Cl)C[C@]13C(OC)=C(OC)C(=O)C[C@]21CCN3C,15.1,29.9,1.8,0.0,-0.5,-0.3,-4.7,.,-2.2,-15.1
COCCCC1CCN(C(=O)c2cc(COc3ccc(C)nc3)on2)CC1,10.6,0.5,-7.6,-19.3,0.1,-0.2,-1.6,-0.3,-5.7,-10.6
Cc1[nH]c(C)c(S(=O)(=O)Nc2ccc(OC(F)(F)F)cc2)c1C(=O)N1CCCCC1,.,35.3,-2.0,10.3,-0.1,-0.1,-7.2,3.7,-1.0,-40.9
Cc1nn(-c2ccccc2)c(Cl)c1/C=C1\C(=O)N(C)C(=S)N1C,-14.9,-23.0,-1.9,-13.5,-2.3,-4.5,5.6,8.1,3.2,14.9
COc1ccc(COC(=O)N/N=C(\C)CC(=O)Nc2c(C)cc(C)cc2C)cc1,-5.0,8.9,-2.7,-11.5,-2.0,2.8,-10.0,-5.6,-2.2,5.0
OCC[C@H]1C[C@@H](O)[C@H](O)[C@@]2(CCc3ccccc3O2)O1,7.5,6.3,5.5,-9.8,0.8,0.1,-13.8,.,-5.6,-7.5
O=C(c1ccccc1)c1ccc(N2CCN(C(=O)c3cccc(F)c3F)CC2)c(F)c1,-70.9,8.8,-2.3,-8.1,0.0,-2.0,7.2,0.1,-5.0,?
CCN1CCCC(NC(=O)c2cc([N+](=O)[O-])ccc2OC)C1 (centres undefined),13.3,9.4,-0.7,12.0,-0.8,1.4,-12.4,0.4,2.3,-13.3
O=C(CCCN1C(=O)/C(=C/c2cccs2)SC1=S)Nc1ccc(C(=O)O)cc1,8.5,7.2,-5.9,-10.5,0.9,.,.,.,.,-8.5
CCc1nnc(NS(=O)(=O)c2ccc(NCc3cc(Cl)ccc3O)cc2)s1,1.1,2.8,-3.4,-27.6,-0.3,12.1,-4.7,4.3,-7.5,-1.1
CCCN(C(=S)Nc1ccccc1)C1CCS(=O)(=O)C1 (centres undefined),19.6,7.6,0.6,-13.1,-1.4,0.0,-4.7,1.0,7.2,-19.6
Cc1ccc2c(c1)[C@H]1[C@H](CO2)[C@H](c2ccccc2)[C@]2(C)C(=O)NCC(=O)N12,0.6,0.4,-1.5,1.0,2.0,1.1,-18.4,.,0.5,5.2
COc1ccc(C(=O)Nc2cc(Cl)ccc2Cl)c(OC)n1,2.0,0.3,-3.7,-30.6,0.8,-0.8,6.1,-1.8,6.9,-2.0
COc1ccc(CC(=O)Nc2ccc(S(=O)(=O)N(C)C3CCN(C)CC3)cc2)cc1,19.6,-5.8,-3.0,-17.6,1.9,0.9,0.5,6.7,-1.9,-19.6
CCNC(=O)c1ccccc1SCc1ccccc1,12.4,11.2,0.0,-6.6,-0.6,-0.6,1.2,-1.5,2.9,-12.4
COc1ccccc1NC(=O)COn1nnc2ccc(S(=O)(=O)N3CCOCC3)cc21,-12.0,-4.1,-0.6,-17.2,-2.1,-1.0,5.7,-0.1,-6.8,12.0
COC(=O)c1c(NC(=O)c2ccc(N(C)S(=O)(=O)c3ccc(C)cc3)cc2)sc2c1CCCC2,3.2,-5.2,-4.8,4.7,-2.2,-4.1,-4.2,-1.1,0.0,-3.2
O=C(N/N=C(\CC(=O)c1cccs1)C(F)(F)F)c1cccnc1,-16.5,-1.1,-6.8,-24.3,.,2.8,-7.3,0.2,-2.1,16.5
COc1cccc(-c2cc(C(=O)NC3CC3)c3ccccc3n2)c1,-28.1,-17.8,0.9,-9.6,2.0,3.7,0.3,-0.6,0.6,28.1
O=[N+]([O-])c1c(Nc2ccccc2O)cc(N2CCOCC2)c2nonc12,.,-15.4,-5.7,-2.9,-1.4,2.2,0.0,-1.1,-8.9,.
COc1ccc(-c2cn(-c3ccc(C)c(Cl)c3)c(=S)[nH]2)cc1OC,-39.0,25.3,-3.2,6.3,-0.6,-1.7,-4.6,2.2,-8.4,39.0
O=C(Nc1cccc(S(=O)(=O)NC2=NCCCCC2)c1)c1cccnc1Cl,.,5.5,-0.2,-4.2,0.7,-4.3,-5.8,0.8,4.3,.
Cc1cccc(OCC(=O)NCc2ccccc2)c1,6.9,26.3,-3.4,1.1,0.2,-3.8,-14.8,-1.6,1.3,-6.9
Cc1ccc(C)c(OCc2cc(C(=O)N(C)Cc3ccccn3)no2)c1,3.0,-7.6,6.4,-5.7,3.1,-1.9,-3.9,.,-11.3,-3.0
COc1cccc(-c2sc3ccc(OC)cc3c2C#CC2(O)CCCCC2)c1,-53.2,31.2,-3.0,5.3,2.9,-14.6,8.8,.,5.4,53.2
CCOc1ccc(NC(=O)C(C)NC(=O)c2ccccc2Cl)cc1S(=O)(=O)N1CCCC1 (centres undefined),-4.7,5.0,-2.3,-8.7,-0.7,-1.6,-13.2,-1.5,-11.4,4.7
CCCCN(C)C1CCN(C(=S)Nc2cccc(OC)c2)CC1,16.1,-14.7,3.2,-18.9,-1.5,0.5,-8.2,35.5,2.3,-16.1
Cc1cc(OCCCC(=O)N2CCCCC2)cc(C)c1Cl,-5.1,18.8,-0.6,20.3,-0.9,-6.0,4.8,-3.5,-1.6,5.1
CNC(=O)[C@H]1O[C@@H](n2cnc3c(NCc4cccc(I)c4)ncnc32)[C@H](O)[C@@H]1O,-21.0,1.6,-5.0,-26.9,-0.5,2.9,1.2,.,-1.3,21.0
CC(Nc1cccnc1)=C(C#N)C#N,15.0,9.3,-5.2,-8.5,-1.0,1.4,9.0,-2.7,1.4,-15.0
COc1ccc(N2CCN(S(=O)(=O)CCNC(=O)C34CC5CC(CC(C5)C3)C4)CC2)cc1,2.1,4.0,-1.4,-5.8,-1.0,-0.6,-5.7,9.0,-3.4,-2.1
CCCOc1ccc(C(=O)CCC(=O)Nc2ccc(N3CCN(C)CC3)cc2)cc1,-21.1,22.6,-0.6,-4.1,-0.1,5.0,1.1,5.6,-4.2,21.1
COc1cc(OC)c(OC)cc1/C=N/NC(=O)c1ccc(CSc2nc(C)cc(C)n2)cc1,.,4.1,0.9,-11.6,0.0,-0.3,4.6,-1.5,-8.7,.
Cc1cc(N/C=C/C(=O)c2cccs2)ccc1F,-8.3,-1.3,-3.1,-8.7,2.8,-4.9,-4.1,0.7,-9.5,8.3
Cc1ccc2c(c1)nnn2C1CCN(CC(=O)Nc2ccccc2N2CCOCC2)CC1,-22.4,-1.1,-10.0,-4.3,0.9,0.5,-2.9,.,-4.1,22.4
COc1cc(/C=C/C(=O)O)cc(S(=O)(=O)N2CCCc3ccccc32)c1OC,.,-3.1,1.9,-6.8,3.7,0.6,-11.5,-0.9,-1.9,.
COC(=O)c1ccc(CSc2nc3sc4c(c3c(=O)n2C)CCCC4)o1,26.9,11.3,-1.6,2.4,1.6,-2.4,2.4,-1.5,-2.6,-26.9
COc1c(C)cc(S(=O)(=O)N2CCOCC2)c(C)c1C,17.0,0.9,0.9,-9.2,-0.4,-1.3,-9.0,-3.4,-6.7,-17.0
[2H]C([2H])(CCOS(N)(=O)=O)c1ccccc1,31.6,-3.4,-6.1,-15.4,-1.6,2.5,-1.1,.,11.8,-31.6
CCc1cccc2c(C(=O)C(NC(C)CC)c3ccccc3)c[nH]c12 (centres undefined),-15.4,28.6,-0.7,1.0,-0.2,-3.9,3.8,.,0.8,15.4
CCC(C)COC(c1ccccc1)(c1ccccc1)C(Oc1nc(C)cc(C)n1)C(=O)O (centres undefined),9.9,10.2,-3.6,10.9,-0.2,8.9,-4.9,-3.2,-1.3,-9.9
COc1ccc(NC(C)=O)cc1S(=O)(=O)Nc1cccc(S(=O)(=O)NC2=NCCC2)c1,9.0,-8.4,-4.5,-11.3,-0.2,1.8,2.3,-0.6,-2.3,-9.0
O=C(CCn1cnc(-c2ccccc2)c1-c1ccccc1)N/N=C/c1ccccc1O,-16.7,18.2,0.1,-5.0,-1.9,2.9,-13.6,1.4,-17.6,16.7

An excerpt from above with just LANA DNA inh, PvdQ acylase and SR-BI HDL uptake.
smiles	LANA DNA inh	PvdQ acylase	SR-BI HDL uptake
COc1ccc(-c2cn(-c3ccc(C)c(Cl)c3)c(=S)[nH]2)cc1OC	-0.6	6.3	39.0
O=C(Nc1cccc(S(=O)(=O)NC2=NCCCCC2)c1)c1cccnc1Cl	0.7	-4.2	.

Going on with the list:
Molecule,SR-BI uptake up,Arr AP2 block,Keap1-Nrf2 PPI,PvdQ acylase,LANA DNA inh,DAGLB inh,PKA-R2B act,NSD2 HMT inh,RTF Ca sens inh,SR-BI HDL uptake
CCN(Cc1ccccc1)S(=O)(=O)CCNC(=O)c1ccc(OC)cc1,7.7,-3.2,-2.8,-19.0,-0.2,-6.5,-6.1,-0.3,-14.1,-7.7
Cc1ccc(C(=O)NC(C)C2CCCO2)o1 (centres undefined),.,4.8,3.1,-6.9,0.1,-1.0,-0.9,-3.8,4.2,-33.6
C/C(=N/NS(=O)(=O)c1ccc(C(C)C)cc1)c1ccncc1,0.5,-5.0,2.8,-14.2,-1.3,1.6,-7.4,0.9,0.7,-0.5
O=C(O)c1cc(-c2ccc3c(c2)OCO3)nc2ccccc12,19.7,-5.2,-0.5,-8.3,2.0,0.7,-7.3,.,-14.1,-19.7
